PTHR1 ag – agonists of human PTHR1 parathyroid hormone receptor | HEK293 GP2 PTHR1 cells, GloSensor cAMP luminescence, 1 h | Q03431 | Potency, µM (highest dose often 115 µM), for the others: top-dose activation, usual class: activators | hit rate 0.075% among 410,000; also: nearly all actives have a fitted effect of over 55% in size; some results filed as inactive show a strong effect at the top dose; inactives centre near -15; many of its hits are not listed in these tables
Target sequence (Q03431 whole entry, looked up): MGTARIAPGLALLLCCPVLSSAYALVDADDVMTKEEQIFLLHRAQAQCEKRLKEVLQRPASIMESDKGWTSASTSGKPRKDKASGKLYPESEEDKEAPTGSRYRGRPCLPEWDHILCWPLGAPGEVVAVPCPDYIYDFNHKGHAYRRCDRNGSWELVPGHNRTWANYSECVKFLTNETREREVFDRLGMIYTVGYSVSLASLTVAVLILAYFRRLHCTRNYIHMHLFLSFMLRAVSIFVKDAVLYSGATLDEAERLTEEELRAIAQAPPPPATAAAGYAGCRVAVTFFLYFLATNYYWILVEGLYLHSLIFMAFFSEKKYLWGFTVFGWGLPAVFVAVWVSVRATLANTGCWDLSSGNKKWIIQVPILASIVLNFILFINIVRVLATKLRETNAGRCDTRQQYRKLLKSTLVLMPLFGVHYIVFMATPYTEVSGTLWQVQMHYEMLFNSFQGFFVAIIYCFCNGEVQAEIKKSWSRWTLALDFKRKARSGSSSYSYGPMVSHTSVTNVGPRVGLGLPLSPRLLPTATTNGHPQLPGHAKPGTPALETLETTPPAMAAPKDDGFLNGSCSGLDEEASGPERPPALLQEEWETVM
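HEK-293-derived GP2 cells expressing PTHR1 and a GloSensor cAMP reporter, 3,000/well, plated overnight, given luciferin plus IBMX (each 0.5 mM as added) for 1 h at 37 °C, then compound for 1 h at 37 °C. Luminescence was read after 15 min at room temperature.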
EPAC1 ag – activates human EPAC1 exchange factor. hit rate 0.073% among 360,000. Potency, µM (highest dose often 154 µM), for inactives: at the top dose activation, hits mostly activators. O95398. EPAC1 agonist qHTS, biochemical assay; response scale: 100% = response to 6.5 mM cAMP; also: nearly all actives have a fitted effect of over 60% in size
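Read-out is the fluorescence drop as BODIPY-GDP leaves Rap1B (480 nm excitation, 540 nm emission), recorded every 5 minutes over 30 minutes. Reactions held 100 nM EPAC1, 250 nM Rap1B–BODIPY-GDP and 50 uM GDP, with 6.5 mM cAMP setting full activation.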
FUS yeast rescue – FUS proteinopathy suppression in yeast. S. cerevisiae FUS-expressing, growth rescue, OD600, 24 h. hit rate 0.24% among 390,000. Potency, µM (top dose mostly 76.6 µM), for the others: at the highest dose growth rescue (activation), usual class: activators;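 also: plate controls were DMSO vehicle for no effect and reference control for full effect; nearly all actives have a fitted effect of over 55% in size; some results filed as inactive show a strong effect at the top dose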
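Steps: raffinose overnight preculture; dilution to OD 0.005 in 2% galactose minimal medium; compound addition (concentration series); 24hr at 30C, 99% humidity; absorbance read at 600 nm.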
TDP43 rescue – rescues yeast growth from TDP-43 toxicity | TDP-43 expressing yeast growth rescue, BacTiter-Glo, 24 h | hit rate 1.8% among 410,000 | AID 652104 | Potency, µM (doses to about 46.1 µM), for the others: top-dose growth rescue (activation), usual class: activators; also: % of control where 0% means no effect; nearly all actives have a fitted effect of over 50% in size
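In this qHTS, compounds that restore growth of yeast expressing TDP-43 appear as activators. Cells (OD600=0.02, galactose medium, raffinose-pregrown) are incubated with compound 24 hr at 30 deg C and growth is quantified by BacTiter-Glo.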
EPAC2 antagonist – antagonists of human EPAC2 | Potency, µM (top dose mostly 114 µM), inactives show at the highest dose activity, negative = inhibition, most hits filed as inhibitors | hit rate 0.18% among 360,000 | EPAC2 GEF exchange of Rap1B-BODIPY-GDP, fluorescence | Q8WZA2 | AID 720708; also: % is scaled to controls: 0 for no effect and ±100 for the full control effect; nearly all actives have a fitted effect of over 45% in size; many of its hits are not listed in these tables
EPAC2 agonist – agonists of human EPAC2 (RAPGEF4); EPAC2 activation, biochemical qHTS; response scale: 100% = 6.5 mM cAMP response; Potency, µM (highest dose often 154 µM), for inactives: at the highest dose activation, most hits filed as activators; hit rate 0.079% among 360,000; also: nearly all actives have a fitted effect of over 50% in size
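Each well held 100 nM EPAC2, 250 nM RAP1B-BODIPY-GDP and 50 uM GDP. Fluorescence, read at 5-min intervals to 30 min, was referenced to a 6.5 mM cAMP positive control.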
EPAC1 antag – EPAC1 (human) antagonism; hit rate 0.14% among 360,000; Potency, µM (doses to about 115 µM), for inactives: at the highest dose activity change, negative = inhibition, usual class: inhibitors; AID 720709; EPAC1 GEF assay, Rap1b-BODIPY-GDP exchange fluorescence; O95398;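 also: plate controls were vehicle for no effect and positive control for full effect; nearly all actives have a fitted effect of over 50% in size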
aSyn yeast inh – alpha-synuclein toxicity inhibition in yeast. Yeast expressing alpha-synuclein, growth rescue, BacTiter-Glo, 24 h. Potency, µM (doses to about 46.1 µM), for inactives: at the highest dose growth rescue (activation), actives largely listed as activators. hit rate 0.14% among 370,000. AID 652106; also: % of control where 0% means no effect; nearly all actives have a fitted effect of over 65% in size
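Readout is rescue of growth in alpha-synuclein-expressing yeast, so inhibitors of toxicity appear as activators. Growth after 24 hr at 30 deg C in galactose medium is quantified by luminescence.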
Numbers without * were called inactive; i = inactive; ? = inconclusive; . = not tested or not shown; & = joins results of further samples; [ ] = another dose, or the depositor's remark. Calls follow the shape of the dose curve; as a rule, active = well fitted curve in the direction sought with a large enough effect; inconclusive = small, poorly fitted or top-dose-only effect, or another doubt; inactive = no such curve, though single readings can be large; an effect the other way counts as inactive or inconclusive. Potency is read from the fitted curve at half-maximal effect. An excerpt, so the mix of outcomes need not match the whole.

SMILES	PTHR1 ag	EPAC1 ag	FUS yeast rescue	TDP43 rescue	EPAC2 antagonist	EPAC2 agonist	EPAC1 antag	aSyn yeast inh
CC(C)(C)NC(=O)C(c1ccccc1F)n1c(=O)c(-c2ccco2)nc2ccccc21 (configuration not stated)	-4.3%	-2.1%	21.7%	29.3%	-9.2%	20.2%	-0.4%	0.8%
COc1ccc(CN2CCNC(=O)C2CC(=O)NCc2cccc(C)n2)c(OC)c1 (configuration not stated)	i	1.9%	10.8%	-9.3%	1.5%	13.3%	?	-2.1%
CCOc1ccc(CNC(=O)CCc2cn(Cc3ccccc3)c3ccccc23)cc1	i	-6.6%	-9.5%	23.3%	-3.3%	-6.9%	-14.1%	-5.1%
c1ccc2c(c1)COC(CN1CCCCC1)OC2	i	-5.5%	-34.1%	12.3%	8.7%	-0.4%	2.8%	7.5%
Cc1cc(OCC(=O)NNC(=O)c2ccncc2)cc(C)c1Cl	-5.5%	-5.3%	1.2%	1.2%	6.2%	-2.5%	24.2%	-0.2%
COC(=O)CC(=O)Cc1nc(N)nc(Nc2ccc(C)c(C)c2)n1	10.1%[57.5 µM]	2.4%	?	0.5%	-1.9%	1.6%	3.0%	0.5%
CCN(CC)S(=O)(=O)c1cccc(C(=O)OCC(=O)C23CC4CC(CC(C4)C2)C3)c1	-4.2%[57.5 µM]	10.0%	15.9%	3.3%	-5.6%	20.4%	-1.0%	-3.8%
COc1ccc(N2CCN(CCCNC(=O)Cn3c(=O)c4cccn4c4cccnc43)CC2)cc1	i	11.0%	14.3%	9.0%	-10.6%	-0.3%	6.3%	7.7%
CC(C)CCN1CCN(Cc2ccc(C#CCCO)cc2)CC1CCO (configuration not stated)	i	5.5%	6.3%	-2.3%	3.5%	4.0%	4.9%	-2.7%
CCOc1ccccc1C(=O)Nc1nnc(COC)s1	i	2.9%	-15.7%&7.6%	4.0%[9.22 µM]	3.6%	6.3%	4.6%	4.7%
CC(Sc1cnccn1)C(=O)O (configuration not stated)	-10.1%	-12.2%	-12.3%	-17.7%[9.22 µM]	12.6%	3.6%	5.8%	2.0%
COc1ccc(C(=O)NC2CCCc3ccccc32)cc1 (configuration not stated)	i	3.9%	-23.9%	?	-7.1%	-1.7%	-0.8%	1.5%

Quoted at random: 4 compounds from above
SMILES	PTHR1 ag	EPAC1 ag	FUS yeast rescue	TDP43 rescue	EPAC2 antagonist	EPAC2 agonist	EPAC1 antag	aSyn yeast inh
CC(C)(C)NC(=O)C(c1ccccc1F)n1c(=O)c(-c2ccco2)nc2ccccc21 (configuration not stated)	-4.3%	-2.1%	21.7%	29.3%	-9.2%	20.2%	-0.4%	0.8%
COc1ccc(N2CCN(CCCNC(=O)Cn3c(=O)c4cccn4c4cccnc43)CC2)cc1	i	11.0%	14.3%	9.0%	-10.6%	-0.3%	6.3%	7.7%
CCN(CC)S(=O)(=O)c1cccc(C(=O)OCC(=O)C23CC4CC(CC(C4)C2)C3)c1	-4.2%[57.5 µM]	10.0%	15.9%	3.3%	-5.6%	20.4%	-1.0%	-3.8%
COc1ccc(C(=O)NC2CCCc3ccccc32)cc1 (configuration not stated)	i	3.9%	-23.9%	?	-7.1%	-1.7%	-0.8%	1.5%

The list continues.
SMILES	PTHR1 ag	EPAC1 ag	FUS yeast rescue	TDP43 rescue	EPAC2 antagonist	EPAC2 agonist	EPAC1 antag	aSyn yeast inh
COc1ccc(NC(=O)N(C)C[C@@H]2OCc3cnnn3CCCC(=O)N([C@@H](C)CO)C[C@H]2C)c(OC)c1	-12.1%	-10.2%	-17.7%	1.9%	3.6%	-0.1%	-10.1%	-1.7%
COc1cc2c(cc1OC)CN(CC(=O)NC(=O)NCc1ccccc1)CC2	-8.0%	-4.6%	12.4%	.	7.3%	2.9%	-8.3%	-0.2%
Cc1ccc(C(=O)N2c3ccccc3NC(=O)C2C)cc1 (configuration not stated)	i	1.4%	13.0%	-4.7%	1.8%	7.7%	-5.0%	7.0%
CO[C@H]1CN(C)C(=O)c2ccc(NC(=O)C3CCC3)cc2OC[C@H](C)N(Cc2ccc(F)cc2)C[C@@H]1C	i	-0.3%	5.8%	21.1%	-8.0%	-6.4%	-5.4%	0.6%
CC(C)(C)c1ccc(C(=O)N2CCCN(c3ccc([N+](=O)[O-])cn3)CC2)cc1	-36.1%[inhibitor]	-3.6%	39.1%	?	-13.2%	6.1%	-10.2%	5.3%
O=C(CSC1=NS(=O)(=O)c2cc(Cl)ccc2N1)c1ccc(Cl)cc1	i	7.2%	-20.3%	-6.4%	-8.2%	1.7%	6.1%	-1.3%
COc1ccc(CCN2C(=NC(=O)CCC(=O)O)SC3CS(=O)(=O)CC32)cc1 (configuration not stated)	i	2.1%	1.8%	-24.6%	-1.2%	4.5%	-4.3%	1.6%
CCN(CC)C(=O)COc1ccc(Br)cc1Cl	-11.4%	7.3%	6.6%	23.4%	-0.8%	5.0%	-6.2%	-0.6%
COc1cc(C2C(C(=O)OC(C)C)=C(C)Nc3[nH]c(=O)[nH]c(=O)c32)ccc1O (configuration not stated)	29.8%[57.5 µM]	-3.1%	42.3%	-23.0%	25.4%	8.5%	26.0%	-9.6%
COc1ccc(S(=O)(=O)NCC2CCC(C(=O)NCCCN3CCCC3=O)CC2)cc1 (configuration not stated)	-18.8%	15.0%	-5.0%	-17.5%	7.5%	-4.3%	14.3%	-5.9%
COc1ccc(C(=O)NCC(=O)N2CCCC(C(F)(F)F)C2)cc1OC (configuration not stated)	i	3.8%	-2.9%	-5.5%	-1.1%	-5.2%	-1.7%	3.2%
CS(=O)(=O)N1CCCC(C(=O)NCc2ccccc2Cl)C1 (configuration not stated)	i	8.7%	-6.9%	-18.2%	11.7%	7.4%	14.1%	2.5%
O=C(NCc1cccnc1)C1CC(=O)N(CCc2ccccc2)C1 (configuration not stated)	-15.2%	0.7%	-9.4%	32.2%	1.3%	4.2%	-1.3%	4.2%
CS(=O)(=O)N(Cc1ccc(C(=O)N2CCc3ccccc3C2)cc1)c1ccccc1	-24.8%	3.2%	23.3%	-1.4%	1.1%	11.9%	-19.9%	0.1%
Nc1ccc(Oc2ccc3c(c2)C(=O)NC3=O)cc1	-27.3%	5.4%	-13.6%	9.4%	-6.9%	5.7%	-16.0%	9.6%
Cc1[nH]c2ccccc2c1C(=O)CSc1n[nH]c(N)n1	-21.1%	-4.8%	18.5%	-14.6%	0.5%	-5.5%	-12.0%	0.2%
O=C(COc1ccc(C(=O)NCCN2CCOCC2)cc1)Nc1cccc(C(F)(F)F)c1	-62.4%[inhibitor]	0.8%	-2.3%	-1.1%	-6.4%	15.9%	-18.0%	-10.6%
COc1ccc(S(=O)(=O)Nc2nc(C(F)(F)F)cs2)cc1	i	2.6%	7.8%	1.4%	8.9%	15.3%	-5.7%	1.8%
CCCc1cc(=O)[nH]c(SCC(=O)N2CCOCC2)n1	-0.6%	6.1%	-1.6%	-1.9%	2.1%	6.4%	-8.4%	-3.4%
COc1ccc(C)cc1NC(=O)CC(O)(C(F)(F)F)C(F)(F)F	-1.5%	4.3%	9.8%	-7.0%	0.5%	0.7%	-1.1%	.
COc1cccc(C(=O)NNC(=O)c2ccccc2-n2cccc2)c1	-20.4%	9.0%	4.4%	19.9%	0.0%	-0.6%	-13.9%	1.6%
CCCCNC(=O)c1cc([N+](=O)[O-])[nH]n1	i	1.7%	7.8%	7.5%	10.5%	-2.6%	11.2%	8.5%
CCN1C(=NCCOC)N[C@@H](c2ccccc2)[C@H](C(=O)OC)[C@H]1C	-7.0%	-1.7%	-6.8%	-12.9%	-1.1%	6.9%	-10.2%	-8.1%
CCOc1ccccc1OCC(=O)NC1CCSc2ccccc21 (configuration not stated)	-39.1%[inhibitor]	3.4%	-5.8%	17.3%	-18.4%	6.6%	-3.8%	8.3%
O=C(O)c1cc(NC(=O)c2ccc(Cl)c([N+](=O)[O-])c2)cc(C(=O)O)c1	i	-4.2%	-13.5%	-17.4%	-1.5%	5.2%	-14.5%	-4.7%
CN1CCC(=O)N([C@H](COc2ccccc2)Cc2ccccc2)CC1	-12.1%	9.3%	-11.9%	10.5%	9.7%	3.9%	-6.9%	2.8%
Cc1cc(=O)n(C)c2ccccc12	i	-6.0%	-5.9%	2.0%	0.1%	-5.6%	-4.9%	4.7%
CCCn1cnnc1CNC(=O)C1CCC(=O)N(CCCc2ccccc2)C1 (configuration not stated)	-24.6%	2.6%	-18.9%	-5.2%	-8.9%	-7.7%	7.2%	0.9%
O=C(NCCS(=O)(=O)N1CCN(c2ccccc2F)CC1)c1ccc(F)c(F)c1	i	71.6%	0.7%	4.7%	13.1%	8.1%	-6.5%	-0.9%
Cc1ccc(-n2c(=O)[nH]cc(C(=O)Nc3ccc4c(c3)OCCO4)c2=O)cc1	-1.0%	-17.3%	1.7%	11.4%	8.8%	-7.3%	-0.4%	-1.3%
CC(=O)N/C(N)=N/c1nc2cc([N+](=O)[O-])ccc2o1	i	3.5%	-12.4%	5.9%	-3.4%	28.0%	-8.2%	-2.4%
CCOc1ccc(-c2ccc(SCC(=O)NCC3CCCO3)nn2)cc1 (configuration not stated)	-14.8%	1.3%	-5.0%	13.3%	-3.2%	0.3%	-5.7%	-8.2%
CC1(C)Oc2ccc3ccc(=O)oc3c2C[C@H]1O[C@@H]1O[C@H](CO)[C@@H](O)[C@H](O)[C@H]1O	-22.4%	-24.7%	-27.1%	-0.9%	8.9%	0.8%	0.6%	-5.6%
O=C(CSc1n[nH]c(=O)[nH]c1=O)c1ccc([N+](=O)[O-])cc1	i	4.2%	9.3%	-9.4%	0.7%	11.1%	-13.0%	-0.2%
CCCCN1C(=O)/C(=C2\SC(N3CCCCC3)=NC2=O)c2ccccc21	-26.9%	0.0%	10.1%	0.0%	-11.5%	-0.5%	-13.2%	-8.5%
Cc1ccc(S(=O)(=O)N2CCC(NC(=O)c3cccnc3)CC2)cc1Cl	-5.5%	-7.2%	-9.6%	-13.7%	-0.6%	4.3%	-9.7%	0.2%
CN(C)S(=O)(=O)c1cccc(NC(=S)N/N=C/c2cc(Br)ccc2O)c1	-33.3%[inhibitor]	24.1%	43.1%	2.9%	-5.2%	11.4%	-11.6%	-2.9%
COc1ccc(-n2nc3c(c2NC(=O)c2ccc(S(=O)(=O)N4CCOCC4)cc2)CS(=O)(=O)C3)cc1	-4.5%	3.6%	27.7%	-8.8%	2.2%	3.8%	-4.7%	0.8%
CCn1c(SCC(=O)c2ccc(NS(=O)(=O)c3ccccc3)cc2)nnc1-c1cccs1	-72.6%[inhibitor]	3.3%	11.1%	-10.3%	6.2%	-3.7%	2.2%	.
CCOC(=O)c1c(C)[nH]c(N=Nc2cccc(C)c2)c1C	i	14.2%	?	?	-29.1%	20.5%	?	-16.4%

From PubChem BioAssay
